CXXC DNA block = qHTS Fluorescence Polarization Assay for Inhibitors of MLL CXXC domain - DNA interaction; Potency, µM (top dose mostly 115 µM), without a hit: at the highest dose activity change, negative = inhibition, usual class: inhibitors; hit rate 0.037% among 290,000; Histone-lysine N-methyltransferase 2A (Homo sapiens), Q03164; MLL-CXXC / FITC-HOXA9 DNA fluorescence polarization; AID 2662, 2010; active = well fitted inhibition curve with a large enough effect in the polarisation, with a control signal flat, not every such curve was filed as active; inconclusive = small, poorly fitted or top-dose-only effect, or effect the other way, or a change in a side signal; inactive = no such curve, though single readings can be large or run the other way; the % refers to the polarisation; also: potency is read from the fitted curve at half-maximal effect
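Purified MLL-CXXC (added from a 7 uM solution) was preincubated 5 min at ambient with pinned compounds in 50 mM Tris-HCl pH 7.5, 50 mM NaCl, 1 mM DTT, 0.05% BSA. Fluorescein-labeled HOX-A9 DNA (50 nM solution) followed, 30 min, then polarization read.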
AT treatment = qHTS Assay for Identifying a Potential Treatment of Ataxia-Telangiectasia; […] A-T fibroblasts, KAP-1 phosphorylation AlphaLISA; neocarzinostatin DNA damage 30 min before lysis; Potency, µM (top dose mostly 57.5 µM), for the others: at the highest dose activation, most hits filed as activators; hit rate 0.19% among 320,000; AID 485349, 2010; also: potency is read from the fitted curve at half-maximal effect; % of control where 0% means no effect; nearly all actives have a fitted effect of over 45% in size
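hTERT-immortalized A-T patient fibroblasts ([…]), 500 cells/well in OPTI-MEM, 1% FBS, got compounds for 60 min, then NCS for 30 min at 37C. Lysates were then assayed for phospho-KAP-1 by AlphaLISA (anti-pKAP1 donor, anti-KAP1 acceptor beads), 6 hr at 25C.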
a7 integrin act = qHTS for Activators of Integrin-Mediated Alleviation for Muscular Dystrophy; alpha7betagal myoblasts, beta-gal FDG fluorescence, 48 h; Potency, µM (highest dose often 38.3 µM), inactives show at the top dose activation, hits mostly activators; hit rate 0.064% among 350,000;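 also: potency is read from the fitted curve at half-maximal effect; 100% = response of the positive control SU9516; nearly all actives have a fitted effect of over 60% in size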
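alpha7betagal+/- myoblasts (passage 13, 250/well) treated 48 h at 37C with compounds at 1:260 dilution of DMSO stock. Lysed, then beta-galactosidase activity read as FDG fluorescence (ex 480/em 540) after 30 min, with pre-read for autofluorescence.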
PTAP TSG101 blk = qHTS Assay for Iinhibitors of HIV-1 Budding by Blocking the Interaction of PTAP/TSG101. Tumor susceptibility gene 101 protein (Homo sapiens), Q99816. Fluorescence polarization, FITC-PTAP peptide / Tsg101 binding. Potency, µM (series often up to 115 µM), for inactives: at the top dose activity change, negative = inhibition, usual class: inhibitors. 340,000 tested, under 10 active. AID 493005, 2010; active = well fitted inhibition curve with a large enough effect in the main read-out, with a control signal flat, not every such curve was filed as active; inconclusive = small, poorly fitted or top-dose-only effect, or effect the other way, or a change in a side signal; inactive = no such curve, though single readings can be large or run the other way; also: potency is read from the fitted curve at half-maximal effect; % of control where 0% means no effect
Target sequence (Q99816 whole entry, looked up): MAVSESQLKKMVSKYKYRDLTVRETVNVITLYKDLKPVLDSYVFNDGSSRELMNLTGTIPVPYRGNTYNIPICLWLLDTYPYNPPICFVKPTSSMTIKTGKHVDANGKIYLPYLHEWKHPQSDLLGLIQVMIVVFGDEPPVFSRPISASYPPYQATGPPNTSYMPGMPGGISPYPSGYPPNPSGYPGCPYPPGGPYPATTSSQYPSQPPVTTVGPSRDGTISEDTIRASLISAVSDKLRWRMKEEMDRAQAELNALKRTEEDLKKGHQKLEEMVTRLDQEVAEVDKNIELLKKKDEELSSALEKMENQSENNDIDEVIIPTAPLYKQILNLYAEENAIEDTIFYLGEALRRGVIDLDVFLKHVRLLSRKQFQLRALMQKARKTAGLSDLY
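Compounds were pin-transferred onto Tsg101 binding domain (10 uM final) in HEPES pH 7.5 buffer, then FITC-PTAP peptide was added at 50 nM final. After 20 min at RT, polarization reported peptide displacement across a qHTS concentration series.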
TCR act = Activators of T cell receptors: qHTS campaign | primary human leukocytes, anti-CD3, IL-2 HTRF, 48 h | Potency, µM (doses to about 9.22 µM), for inactives: at the top dose activation of IL-2 secretion, most hits filed as activators | 330,000 tested, under 10 active | AID 504894, 2011; also: % of control where 0% means no effect
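TCR engagement came from a-CD3 beads alone, with compounds added to primary human leukocytes for 48 hr. Secreted IL-2 bridged europium cryptate- and d2-labelled anti-IL-2 antibodies, giving FRET emission at 665nm after 320nm excitation.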
B2AR arrestin = qHTS assay of beta-arrestin-biased ligands of beta2-adrenergic receptor; Beta-2 adrenergic receptor (Homo sapiens), P07550; beta-arrestin recruitment to beta2AR, cell-based reporter; Potency, µM (series often up to 46.1 µM), for inactives: at the top dose activation, hits mostly activators; hit rate 0.02% among 330,000; AID 492947, 2010;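 also: potency is read from the fitted curve at half-maximal effect; 0% = DMSO controls and full agonism = EC100 isoproterenol or metaproterenol; nearly all actives have a fitted effect of over 65% in size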
Target sequence (P07550 whole entry, looked up): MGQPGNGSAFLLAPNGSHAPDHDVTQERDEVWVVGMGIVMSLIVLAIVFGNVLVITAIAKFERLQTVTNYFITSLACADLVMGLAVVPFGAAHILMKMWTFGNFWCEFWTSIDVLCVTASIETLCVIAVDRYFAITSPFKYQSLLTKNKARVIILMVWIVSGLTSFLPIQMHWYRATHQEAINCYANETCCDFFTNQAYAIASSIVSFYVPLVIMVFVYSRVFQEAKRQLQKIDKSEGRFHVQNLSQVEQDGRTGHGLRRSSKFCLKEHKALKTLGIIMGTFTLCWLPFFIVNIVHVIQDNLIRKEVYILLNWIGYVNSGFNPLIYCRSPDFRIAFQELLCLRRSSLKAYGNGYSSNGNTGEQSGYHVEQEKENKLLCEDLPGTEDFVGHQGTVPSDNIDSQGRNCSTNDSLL
TRPV1 agonist = HTS Assay for Compounds that Act as Agonists of the Vanilloid Receptor 1. AID 540275, 2011. activation, % at 8.33 µM. hit rate 0.19% among 320,000. Transient receptor potential cation channel subfamily V member 1 (Homo sapiens), Q8NER1. TRPV1-expressing cells, Fluo-8 calcium influx, agonist mode; in the data active = activation above about 80%; inconclusive = between about 30% and that limit; also: 0% is about no effect
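Cells expressing TRPV1 were dye-loaded with Fluo-8 and read kinetically: 10 s baseline, 3 min after compound (agonist portion), then 2 min after EC20 capsaicin (allosteric enhancer portion). Calcium-bound dye fluorescence at 480/520 nm.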
ELG1 DNA repair = qHTS screen for small molecules that inhibit ELG1-dependent DNA repair in human embryonic kidney (HEK293T) cells expressing luciferase-tagged ELG1; Potency, µM (highest dose often 46.1 µM), for inactives: top-dose activity change, negative = inhibition, actives largely listed as inhibitors; HEK293T ELG1-luciferase reporter, luminescence, 16 h; DNA damage induced by 5-fluorouridine; hit rate 2.3% among 330,000; also: potency is read from the fitted curve at half-maximal effect; % is scaled to controls: 0 for no effect and ±100 for the full control effect; nearly all actives have a fitted effect of over 55% in size
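Quantitative HTS, concentration-response format. 2,000 cells/well co-treated with 5-fluorouridine and compound, 16 hr in 5% CO2 at 37 °C; ONE-Glo luminescence read after 30 min.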
p53 reactivation = qHTS assay for re-activators of p53 using a Luc reporter; H1299 p53-A138V BP100-luciferase reporter, luminescence, 24 h; Potency, µM (titrated, usually from 92.2 µM), inactives show at the top dose activity change, positive = activation, usual class: activators; hit rate 0.063% among 320,000; AID 504706, 2011; also: potency is read from the fitted curve at half-maximal effect; % of control where 0% means no effect; nearly all actives have a fitted effect of over 45% in size
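H1299 (p53-null), stable ts p53-A138V + BP100-Luc; 1000 cells/well, Opti-MEM/10% FBS; cpd 4 pt, 1:5; 24 h, 37 deg C, 5% CO2; detection reagent 10 min RT; luminescence.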
BRCA1 expr act = qHTS Assay to Identify Small Molecule Activators of BRCA1 Expression; MCF7-BRCA1-FFLuc reporter, luminescence, 48 h; response scale: scaled: vehicle 0%, 10 µM genistein 100%; Potency, µM (doses to about 46.1 µM), for inactives: top-dose activation, actives largely listed as activators; hit rate 1.1% among 380,000; also: potency is read from the fitted curve at half-maximal effect; nearly all actives have a fitted effect of over 80% in size; some results filed as inactive show a strong effect at the top dose
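Using MCF7 cells harboring a BRCA1 firefly luciferase reporter, plated 2 h before compound pinning, the screen measured luminescence after 48 h incubation. Responses were normalized to DMSO and 10 microM genistein, then fitted for concentration-effect.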
* marks the source's active call; other numbers are inactive results; ? = inconclusive; . = no result given; [ ] = another dose, or the depositor's remark. Unless noted, calls follow the shape of the dose curve; as a rule, active = well fitted curve in the direction sought with a large enough effect; inconclusive = small, poorly fitted or top-dose-only effect, or another doubt; inactive = no such curve, though single readings can be large; an effect the other way counts as inactive or inconclusive.

SMILES | CXXC DNA block | AT treatment | a7 integrin act | PTAP TSG101 blk | TCR act | B2AR arrestin | TRPV1 agonist | ELG1 DNA repair | p53 reactivation | BRCA1 expr act
C=CC[C@@H](CC(=O)OC(C)(C)C)C(=O)OC[C@@H]1CCCN1C(=O)[C@H](CC=C)CC(=O)NCCO | . | 5% | 8% | 1% | -10% | -0.7% | . | 0% | -2% | 9%
Cc1cc(C)nc(Nc2cccc(Cl)c2)n1 | 3% | 5% | ? | 0% | . | -0.1% | 3 | 28% | 16% | 68%
O=C(N/N=C/c1ccc[nH]1)c1ccccc1[N+](=O)[O-] | 1% | -8% | -4% | -2% | -8%[46.1 µM] | 0.5% | -9 | 3% | -3% | 9%
Cc1ccnc(SCC(=O)c2ccc(Br)cc2)c1C#N | 7% | 5% | -3% | -2% | 1%[46.1 µM] | -1.0% | 6 | ? | ? | 29%
CCC(C(=O)Nc1ccc2c(c1)OCCO2)c1ccccc1 (stereo not given) | 2% | 2% | 17% | -1% | -3% | 0.4% | ? | ? | 17% | -4%
O=C(NCCc1c[nH]c2ccccc12)c1cnc2sccn2c1=O | -5% | 2% | 24% | 2% | -1% | 0.4% | 7 | ? | ? | 1%
O=C1Nc2ccccc2C1(O)c1ccccc1 (stereo not given) | -2% | 8% | 0% | 1% | 3% | -0.1% | -1 | ? | 11% | -2%
O=C(O)C(Cc1ccccc1)n1cccc1 (stereo not given) | 3% | -3% | 22% | -3% | 1% | -0.6% | 2 | 13% | -1% | 7%
Cn1c(=O)cc(OCCCC(=O)NCc2ccc(F)cc2Cl)c2ccccc21 | 3% | 5% | ? | -1% | 0% | -0.1% | 9 | ? | 0% | -33%
CC(=O)c1cccc(NC(=O)NNC(=O)c2ccc(-c3ccccc3)cc2)c1 | ? | -4% | 34% | -1% | 5% | -0.9% | 3 | 7% | -10% | -6%
c1ccc2c(c1)Nc1nccnc1S2 | -4% | 7% | 8% | -3% | -1%[46.1 µM] | 2.6% | -2 | 24% | ? | -12%
O=C(OCC(=O)N1CCc2ccccc2C1)c1cc(=O)[nH]c2ccccc12 | 8% | 7% | -23% | -8% | -3% | 0.0% | -3 | 2% | 18% | 52%
O=S(=O)(Nc1ccc(S(=O)(=O)N2CCOCC2)cc1)c1ccc(Br)cc1 | 3% | -1% | 27% | -3% | -3% | 0.3% | -3 | 1% | 1% | -5%
NC(=O)C1CCN(S(=O)(=O)c2cccc(S(=O)(=O)N3CCCCC3)c2)CC1 | -2% | -5% | 14% | -6% | -4% | -0.2% | -1 | 6% | -6% | -14%
CCC(C)N1CNc2c(c(=O)[nH]c(=S)n2-c2cccc(C)c2)C1 (stereo not given) | 1% | -2% | -1% | 1% | -2% | 0.0% | 0 | 17% | -6% | -23%
COCCNC(=O)c1c(N)n(CCC2=CCCCC2)c2nc3ccccc3nc12 | 53%[activator] | -3% | 0% | -12% | -5% | 0.4% | 3 | ? | -2% | -63%
Cn1c2c(c(=O)n(C)c1=O)C(CC(=O)Nc1ccc(F)cc1)C(=O)N2 (stereo not given) | 1% | 0% | 17% | -1% | 2% | -0.2% | -1 | 23% | 0% | -10%
Cc1ccc2cccc(S(=O)(=O)n3nc(C)cc3C)c2n1 | 0% | -2% | 19% | -8% | . | 0.5% | -1 | 4% | 6% | -3%
O=C1CC2(CCCC2)Oc2ccc(F)cc21 | . | . | 15% | -1% | -7% | . | . | . | . | 0%
C/C(=N/NC(=O)c1cc(Cl)ccc1O)C12CC3CC(CC(C3)C1)C2 | -13% | 1% | 13% | 0% | -6% | 0.2% | -1 | 6% | 8% | 12%
O=C(NCc1ccco1)/C(=C\c1cccnc1)NC(=O)c1ccccc1F | 8% | 0% | 15% | 1% | 5%[46.1 µM] | -0.8% | -1 | -3% | 0% | -3%
CC(=O)Nc1cccc(NS(=O)(=O)c2cc3c4c(c2)CCN4C(=O)CC3)c1 | . | 6% | 18% | -1% | 7% | 0.2% | 3 | 6% | 2% | -34%
O=C(CN1C2=NCCN2c2ccccc21)c1ccc(Br)s1 | -5% | 10% | -7% | -3% | -2%[46.1 µM] | -1.8% | -1 | -21% | -3% | -33%
Cc1ccc(S(=O)(=O)C(CCC(=O)N2CCOCC2)S(=O)(=O)c2ccc(C)cc2)cc1 | 7% | 1% | 4% | -5% | 4% | -0.9% | ? | -24% | -9% | -3%[1.84 µM]
CCOc1ccccc1-n1c(SCC(=O)Nc2ccc(CC)cc2)nc2n[nH]c(C)c2c1=N | 9% | 2% | -28% | 0% | 0% | 0.0% | -4 | -19% | ? | -92%
Cn1nnnc1SCC(=O)NCc1cccs1 | 2% | 2% | 10% | 3% | 0%[46.1 µM] | -0.1% | 1 | ? | 4% | 2%
CCOc1ccc(Nc2cc3n(c(=O)n2)CCc2cc(OC)c(OC)cc2-3)cc1 | ? | -40% | 0% | 0% | 1% | 0.0% | 0 | -31% | 0% | -38%
O=C1CCc2cc(NS(=O)(=O)c3ccc(Br)cc3)cc3c2N1CC3 | . | 2% | 21% | -4% | -1% | -0.4% | 3 | ? | -9% | -38%
CN(C)CCNC(=O)c1onc(CSc2ccc(F)c(F)c2)c1C(=O)NCCN(C)C | 3% | -13% | -31% | -4% | 0% | -0.4% | -4 | ? | -2% | 0%
N=c1oc2ccc3ccccc3c2cc1-c1nc(-c2ccccc2)cs1 | ? | 7% | 12% | ? | 1%[46.1 µM] | -0.4% | 0 | 6% | 3% | -30%
CC(CO)(CO)NC(=O)c1ccc(=O)[nH]n1 | ? | 5% | -18% | -1% | 6% | -0.5% | 1 | 20% | 0% | -1%
COc1ccccc1OCCSc1nc2ccc([N+](=O)[O-])cc2s1 | 10% | 6% | -23% | 1% | 1%[46.1 µM] | -0.2% | -1 | -19% | 17% | -20%
C/C=C/C(=O)OCC(=O)Nc1cc(-c2cc(C)c(C)cc2C)nn1-c1ccccc1 | 20% | -2% | 0% | -1% | -1%[46.1 µM] | 0.7% | 8 | 0% | -3% | -27%
CCN1CCC(=NNC(=O)c2ccc(C)c([N+](=O)[O-])c2)CC1 | 2% | -3% | -25% | -4% | 0% | -0.1% | ? | 22% | 4% | 0%
CNC(=O)COc1coc(CN2CCN(c3ccc(OC)cc3)CC2)cc1=O | 9% | 5% | -3% | -2% | -34% | -0.3% | -2 | 1% | 5% | -7%
COc1cccc(CNC(=O)C2CCN(S(=O)(=O)c3ccc4c(c3)CC(C)N4C(C)=O)CC2)c1 (stereo not given) | 12% | 12% | 24% | -1% | 1% | 0.5% | 0 | -17% | -3% | -29%
Cc1ccc2oc(/N=C(\N)NC(=O)C3CC3)nc2c1 | -4% | -2% | -33%[inhibitor] | -1% | -3% | -0.9% | 7 | ? | 0% | 24%
Nc1ccc(C(=O)OCc2nc3c(ccc4ccccc43)[nH]2)cc1 | 0% | 5% | 22% | -5% | 2%[46.1 µM] | -0.8% | 2 | ? | ? | 7.1µM*
Cc1ccc(-n2nnnc2SCC(=O)Nc2cccc(NC(=O)c3ccco3)c2)cc1C | -4% | -4% | 20% | -6% | -4% | 3.5% | 0 | ? | -13% | 0%
COc1ccc(OC)c(-n2cnnn2)c1 | 4% | -2% | 5% | 0% | 5% | -0.2% | 0 | 1% | -1% | 0%
COc1cccc(/C=N/NC(=O)NC2CCCCC2)c1O | -2% | -2% | -28% | -9% | 1% | 0.6% | 1 | ? | 5% | 40%
CC1CCN(c2ccc3c(c2)S(=O)(=O)c2ccccc2C3=O)CC1 | . | . | 9% | ? | -5% | . | . | . | . | ?
Cc1cc(C)c(NC(=O)CSc2nnc(CNC(=O)c3c(F)cccc3Cl)o2)c(C)c1 | 52%[activator] | 3% | ? | -3% | -7% | 0.4% | 0 | -18% | -4% | 0%
COc1ccc(S(=O)(=O)NC2CCCC2)cc1C(N)=O | -3% | 13% | 16% | 1% | -5% | -0.3% | 0 | -5% | 12% | -1%

Source: PubChem BioAssay
